TEAD-YAP inh – TEAD-YAP interaction inhibition, primary screen, TEAD-YAP interaction inhibitor project, luminescence, HEK-TIYL cells | inhibition, % at 9.12 µM | 1.4% of 640,000 active | TEAD-Gal4/YAP UAS-luciferase luminescence; in the data active means inhibition above about 32%;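 further: 0% = median of test compound wells and 100% = reference inhibitor wells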
MITF inh – MITF inhibitors, primary screen, biochemical, AlphaScreen, human; AlphaScreen MITF homodimerization, bead proximity signal; 0.91% of 650,000 active; inhibition, % at 2.6 µM; Microphthalmia-associated transcription factor (Homo sapiens), O75030; in the data active means inhibition above about 50%;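 further: 0% = vehicle wells with protein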
Target sequence (O75030 whole entry, looked up): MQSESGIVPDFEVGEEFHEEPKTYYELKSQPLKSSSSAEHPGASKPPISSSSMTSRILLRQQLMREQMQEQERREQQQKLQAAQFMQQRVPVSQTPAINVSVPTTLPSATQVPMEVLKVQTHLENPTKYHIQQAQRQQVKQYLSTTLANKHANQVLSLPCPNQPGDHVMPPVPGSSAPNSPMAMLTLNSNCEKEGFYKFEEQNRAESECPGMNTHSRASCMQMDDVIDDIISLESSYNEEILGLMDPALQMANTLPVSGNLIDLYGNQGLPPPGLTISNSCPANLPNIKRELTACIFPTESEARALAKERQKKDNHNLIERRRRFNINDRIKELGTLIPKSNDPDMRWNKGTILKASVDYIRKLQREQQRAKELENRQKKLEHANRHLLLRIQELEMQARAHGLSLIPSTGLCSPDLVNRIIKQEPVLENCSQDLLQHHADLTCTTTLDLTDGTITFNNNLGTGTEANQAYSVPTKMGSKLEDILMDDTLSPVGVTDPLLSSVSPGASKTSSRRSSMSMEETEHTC
GPR151 ag – activators of human GPR151, primary screen, cell-based, PathHunter beta-arrestin, luminescence; 1% of 650,000 active; PathHunter beta-arrestin GPR151 cells; G-protein coupled receptor 151 (Homo sapiens), Q8TDV0; activation, % at 11.2 µM; in the data active means activation above about 4.9%;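 further: 0% = median of compound wells and 100% = cells with positive control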
Target sequence (Q8TDV0 whole entry, looked up): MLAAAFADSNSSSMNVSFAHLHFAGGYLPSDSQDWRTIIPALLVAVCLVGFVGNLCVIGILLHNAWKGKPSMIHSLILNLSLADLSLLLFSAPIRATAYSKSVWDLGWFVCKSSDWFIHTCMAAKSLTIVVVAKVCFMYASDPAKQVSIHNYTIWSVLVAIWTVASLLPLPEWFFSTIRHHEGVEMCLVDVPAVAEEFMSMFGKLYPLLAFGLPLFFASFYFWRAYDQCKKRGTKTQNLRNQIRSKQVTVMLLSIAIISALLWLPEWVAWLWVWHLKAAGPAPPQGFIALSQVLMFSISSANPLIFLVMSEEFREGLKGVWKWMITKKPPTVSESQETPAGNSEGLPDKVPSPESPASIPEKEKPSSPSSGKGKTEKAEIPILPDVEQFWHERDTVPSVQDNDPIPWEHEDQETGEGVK
FBW7 act – FBW7 E3 ligase activators, primary screen, biochemical, AlphaScreen, human. F-box/WD repeat-containing protein 7 (Homo sapiens), Q969H0. AlphaScreen FBW7–phospho-cyclin E peptide binding, activator screen. normalized activity (activation), % at 26.1 µM. 0.13% of 650,000 active. AID 1259310, 2017; in the data active means normalized activity above about 1.9%;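 further: purified mutant Fbw7 with reduced substrate affinity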
* marks the source's active call; other numbers are inactive results; x = not tested or not shown.

No.	SMILES	TEAD-YAP inh	FBW7 act	GPR151 ag	MITF inh
1	COc1ccc(-n2nc3c(c2NC(=O)c2ccc([N+](=O)[O-])cc2)CS(=O)(=O)C3)cc1	0	-0.1	1.9	2
2	c1ccc(Nc2nc(Nc3ccccc3)c3ncn(-c4ccccc4)c3n2)cc1	-16	0.8	0.2	7
3	NC(=O)Nc1ccc(C(=O)Nc2ccc(F)cc2Cl)cc1	-18	0.1	-1.2	2
4	N#C/C(=C/Nc1ccccc1[N+](=O)[O-])c1nc(-c2cc3ccccc3oc2=O)cs1	2	-0.1	1.2	2
5	O=C1N=c2ccccc2=C1c1sc(=S)n(NC(=O)c2cccc(Cl)c2)c1O	5	0.0	3.0	1
6	COc1ccc2[nH]cc(NC(=O)N3CCOCC3)c(=O)c2n1	-5	-0.2	-0.4	-1
7	C=CCc1cc(OC)ccc1OCCCCN1CCOCC1	-2	-0.2	-0.9	33
8	CC(=O)Oc1ccccc1C(=O)N(Cc1nc(-c2cccc(C)c2)no1)C(C)C	0	0.7	-1.1	4
9	CCOc1ccc(/C=C2/C(=O)NN(c3ccc(Cl)cc3)C2=O)cc1OC	5	-0.1	3.6	-3
10	COC(=O)Cc1cc(OC(C)=O)n(-c2ccc(F)cc2)n1	-2	-0.3	-1.2	10
11	CCCCc1nnc(NC(=O)c2ccccc2)s1	-56	-0.1	-1.9	2
12	CCN(CC)/C(=N\S(=O)(=O)c1cccc([N+](=O)[O-])c1)c1ccccc1	1	-0.2	0.9	16
13	COc1ccc2c(c1)OC(C)CN(C(=O)c1c(F)ccc(F)c1F)C2 (stereo not given)	-2	1.3	1.8	12
14	COc1ccc(OC)c(NS(=O)(=O)c2ccc(-c3ccccc3)cc2)c1	35*	0.1	-0.2	10
15	CCOc1cccc(NC(=O)C2CCCN2C(=O)Nc2ccc(C)cc2)c1 (stereo not given)	3	-0.2	0.3	-20

New compounds follow.
No.	SMILES	TEAD-YAP inh	FBW7 act	GPR151 ag	MITF inh
16	Cc1cccc(-c2nc(Nc3ccc(Cl)c(Cl)c3)c3ccccc3n2)c1	-4	0.2	1.2	16
17	CC(C)n1cnc2c(NCc3cccnc3)nc(Cl)nc21	-28	-0.1	1.2	13
18	Cc1cc(=O)[nH]c(SCC(=O)NCc2ccc3c(c2)OCO3)n1	1	0.1	0.1	-29
19	Cc1cccc(/C=N/NC(=O)c2ccc([N+](=O)[O-])cc2)c1	-2	0.0	0.1	-4
20	CC(C)(C)OC(=O)NNC(=O)/C=C/c1ccco1	-3	-0.1	-1.1	-3
21	CCCC1(C2CCN(C(=O)CSC)CC2)NC(=O)N(CCC2CCCN2C)C1=O (stereo not given)	5	0.0	1.4	13
22	CCn1c2cc(C)oc2c2cnn(C(C)C(=O)O)c(=O)c21 (stereo not given)	1	-0.1	0.6	-3
23	Cc1ccc(NC(=O)c2sc3nc(C)nc(N4CCN(C)CC4)c3c2C)c(Br)c1	-29	0.5	-1.2	19
24	CCOc1ccc2nc(NC(=O)c3ccc(Cl)c(Cl)c3)sc2c1	-5	0.1	0.2	13
25	CC(C)(C)NC(=O)COc1ccc(CNCc2ccc(F)cc2)cc1	9	-0.1	1.1	7
26	COc1cc(C=O)ccc1OCC(=O)Nc1c(C)cc(C)cc1C	8	0.1	-1.4	18
27	O=C(O)c1cc(Cl)c(Cl)cc1C(=O)Nc1ccc(Cl)cc1	-9	0.7	-0.9	27
28	COCCCNC(=O)C1CCCN(Cc2cnn(-c3ccccc3)c2-n2cccc2)C1 (stereo not given)	-7	0.1	-0.1	5
29	CC(=O)Nc1ccc(S(=O)(=O)NN2C(=O)c3ccccc3C2=O)cc1	-4	0.0	0.2	-10
30	CC[C@H](C)[C@@H](NC(=O)OC1C(=O)c2cc(OC)ccc2O[C@H]1c1cccc(OC)c1)C(=O)OC (stereo not given in full)	x	-0.1	1.5	-5

Remaining list, next part
No.	SMILES	TEAD-YAP inh	FBW7 act	GPR151 ag	MITF inh
31	CCn1c(NC(=O)Nc2ccccc2C)cc2sccc21	0	-0.4	0.3	1
32	COc1ccc(-c2nc3ncccn3c2NC2CCCC2)cc1	1	0.0	-0.7	21
33	Cc1c(C(=O)Nc2nc3ccc(Br)cc3s2)sc2nc[nH]c(=O)c12	-21	0.0	-0.2	11
34	CC(C)n1cnc2c(NCCO)nc(-c3ccc(N4CCN(C)CC4)cc3)nc21	19	0.0	2.7	4
35	O=C(OCC(=O)c1c[nH]c2ccccc12)c1ccc2c(c1)OCO2	-6	-0.1	1.5	-6
36	CCn1c2ccccc2c2cc(N3C(=O)C4CC=CC(C)C4C3=O)ccc21 (stereo not given)	-6	0.1	-1.1	5
37	O=c1[nH]c2ccc(S(=O)(=O)N3CCCc4ccccc43)cc2[nH]c1=O	10	0.8	0.3	13
38	O=C1CSC(c2cn(-c3ccccc3)nc2-c2cccc(Br)c2)N1Cc1ccccc1 (stereo not given)	2	0.1	0.6	13
39	C=CCc1cc(OC)ccc1OCCCCN1CCN(C)CC1	-3	-0.3	-0.5	76*
40	Cc1ccc(C(CC(=O)NC(C)(C)C)c2ccccc2)c(O)c1 (stereo not given)	5	0.1	-1.2	-8
41	Cc1cc(OCCCn2ccnc2)ccc1C(C)C	-2	-0.2	1.8	44
42	COc1ccc(-c2noc(CNC(=O)c3ccc(Br)o3)n2)cc1	-2	0.2	-2.0	17
43	Cc1ccc(CN2CCN(Cc3nc4c(s3)CCCC4)CC2CCO)o1 (stereo not given)	5	0.2	0.0	-8
44	COc1ccc(CN2CCNC(=O)C2CC(=O)NCCCSC)cc1OC (stereo not given)	-2	0.0	0.3	-9
45	O=C(CSc1nc2ccccc2s1)NCCCN1CCOCC1	-10	0.1	1.1	-15

Look-ups from the results shown.
#35 in MITF inh has -6
#31 in FBW7 act has -0.4
#36 in FBW7 act has 0.1
#38 in GPR151 ag has 0.6

Carrying on:
No.	SMILES	TEAD-YAP inh	FBW7 act	GPR151 ag	MITF inh
46	CCCCC[C@H]1/C=C/[C@@H]2[C@@H](C/C=C\CCCC(=O)O1)[C@@H](O)C[C@H]2O	x	x	-1.3	-14
47	COCCNC(=O)c1ccc(-c2cccc(Cl)c2)nc1NCC1CC1	7	0.0	0.7	-2
48	COc1ccc(N2C(=O)c3cccc(Oc4ccc(Cl)cc4)c3C2=O)cc1	-9	0.0	-0.1	3
49	CCn1cc(S(=O)(=O)c2ccccc2)c(=O)c2cc(F)c(N3CCN(C)CC3)cc21	-3	-0.3	-2.3	-3
50	CCOC(=O)c1cnc2c(OC)cccc2c1Nc1ccc(C(C)=O)cc1	8	0.1	-0.6	20
51	Cc1cc(C)nc(NC(=O)c2ccc(C)c([N+](=O)[O-])c2)n1	1	0.3	-0.8	10
52	O=C(CCCn1c(SCc2ccc(F)cc2)nc2cc3c(cc2c1=O)OCO3)NCc1ccc2c(c1)OCO2	-7	-0.1	0.7	-2
53	CC(C)(C)C(=O)Nc1cccc(Oc2cccc(NC(=O)C(C)(C)C)c2)c1	-10	1.4	1.6	10
54	Cc1cc2c(s1)c1cnn(CCO)c(=O)c1n2CC(=O)N1CCCCC1C (stereo not given)	11	0.0	0.1	5
55	Cc1ccc(C(=O)N2c3ccccc3CC2C)o1 (stereo not given)	-28	-0.2	-7.9	15
56	COC(=O)c1c(OCc2ccccc2)cc(=O)n2c1CCN(Cc1ccc(F)cc1)CC2	-23	0.1	0.8	10
57	CCOC(=O)c1c(-c2ccc(C)cc2C)csc1NC(=O)CCC(=O)O	9	0.1	1.8	9
58	Cc1ccc(OCCSc2nc3ccccc3n2Cc2ccccc2)cc1C	1	0.2	1.6	7
59	O=C1NC(=O)/C(=C\c2ccc(OCc3cccc(C(=O)O)c3)c(Cl)c2)N1	12	0.3	-2.8	-6
60	CCOc1ccc2[nH]c3nc(SCC(=O)NC4CC4)nnc3c2c1	-16	0.1	-0.1	16

Results in sequence from the list:
GPR151 ag for entries 47–56 → 0.7, -0.1, -2.3, -0.6, -0.8, 0.7, 1.6, 0.1, -7.9, 0.8
TEAD-YAP inh for entries 47–56 → 7, -9, -3, 8, 1, -7, -10, 11, -28, -23
MITF inh for entries 47–56 → -2, 3, -3, 20, 10, -2, 10, 5, 15, 10

Further results follow.
No.	SMILES	TEAD-YAP inh	FBW7 act	GPR151 ag	MITF inh
61	COc1ccccc1C1c2c(-c3ccc(C)cc3)n[nH]c2C(=O)N1c1ccc(F)cc1 (stereo not given)	25	0.3	1.5	3
62	Cn1cc(C(=O)NCCc2ccc(Cl)cc2)c2c3ccccc3n(C)c2c1=O	-5	0.0	-0.3	6
63	COc1cc2nc(N3CCC(N4CCOCC4)CC3)nc(Nc3ccccc3)c2cc1OC	4	0.1	-0.9	20
64	CCOC(=O)C1(Cc2ccccc2C(F)(F)F)CCN(CC(O)CO)CC1 (stereo not given)	-3	-0.1	-1.5	-2
65	COc1cccc(C2/C(=C(\O)c3ccc(C)cc3)C(=O)C(=O)N2Cc2cccnc2)c1OC (stereo not given)	-5	-0.2	-0.3	2
66	COC(=O)c1ccc2c(c1)N(Cc1ccc(F)c(Cl)c1)C(=O)C(C)O2 (stereo not given)	6	0.0	-0.1	-15
67	O=C(CC12CC3CC(CC(C3)C1)C2)NCC(=O)OCc1cc([N+](=O)[O-])cc2c1OCOC2	7	-0.1	2.6	-3
68	Cc1ccc(OCC(=O)Nc2ccc([N+](=O)[O-])cc2)c(Br)c1	-82	0.0	-1.5	9
69	CCCNc1nc(N(CC)CC)nc(N2CCOCC2)n1	1	0.1	-1.7	-7
70	CCN(C(=O)CSc1nnc(C)s1)c1ccccc1	0	-0.2	1.4	17
71	CC(C)(C)OC(=O)N1CCC(NC(=O)c2cccc(-n3cc(NC(=O)Nc4ccccc4Cl)cn3)c2)CC1	9	0.0	2.7	0
72	CN(CC(=O)NCc1cccc(Br)c1)c1nnc(N2CCCC2=O)s1	-1	-0.1	1.4	-10
73	COC(=O)c1ccc(CN2CCC(NC3CCCCCC3)CC2)cc1	-1	-0.4	-1.2	-7
74	CC(C)(C)OC(=O)CSc1nc2c(c(-c3cccs3)c1C#N)CCC2	-1	0.1	-0.9	-5
75	CCOP(=O)(OCC)/C(=C/N1CCCCC1)NC(=O)c1ccccc1	-4	-0.5	0.6	-12

Compounds from the list above with an NH in an aromatic ring, in the order listed:
No.	SMILES	TEAD-YAP inh	FBW7 act	GPR151 ag	MITF inh
6	COc1ccc2[nH]cc(NC(=O)N3CCOCC3)c(=O)c2n1	-5	-0.2	-0.4	-1
18	Cc1cc(=O)[nH]c(SCC(=O)NCc2ccc3c(c2)OCO3)n1	1	0.1	0.1	-29
33	Cc1c(C(=O)Nc2nc3ccc(Br)cc3s2)sc2nc[nH]c(=O)c12	-21	0.0	-0.2	11
35	O=C(OCC(=O)c1c[nH]c2ccccc12)c1ccc2c(c1)OCO2	-6	-0.1	1.5	-6
37	O=c1[nH]c2ccc(S(=O)(=O)N3CCCc4ccccc43)cc2[nH]c1=O	10	0.8	0.3	13
60	CCOc1ccc2[nH]c3nc(SCC(=O)NC4CC4)nnc3c2c1	-16	0.1	-0.1	16
61	COc1ccccc1C1c2c(-c3ccc(C)cc3)n[nH]c2C(=O)N1c1ccc(F)cc1 (stereo not given)	25	0.3	1.5	3

(cont.)
No.	SMILES	TEAD-YAP inh	FBW7 act	GPR151 ag	MITF inh
76	COCCOC(=O)c1ccc(NC(=O)c2ccc(Br)cc2)cc1	1	0.1	0.3	2
77	CCOC(=O)COc1c(/C=C2/N=C(c3ccccc3Cl)OC2=O)cccc1OC	9	0.1	-0.8	6
78	Cc1nnc(SCC(=O)c2ccc3c(c2)OCO3)s1	-26	0.0	-1.7	-7
79	COc1ccccc1CCC(=O)N1CCC(CCC(=O)Nc2ccccc2)CC1	-12	0.1	0.1	-14
80	CCOc1ccc(OCCCOc2ccc(C(=O)O)cc2)cc1	12	-0.1	-0.5	-2

Some entries already given, limited to MITF inh:
No. | mol | MITF inh
76 | COCCOC(=O)c1ccc(NC(=O)c2ccc(Br)cc2)cc1 | 2
77 | CCOC(=O)COc1c(/C=C2/N=C(c3ccccc3Cl)OC2=O)cccc1OC | 6
78 | Cc1nnc(SCC(=O)c2ccc3c(c2)OCO3)s1 | -7
79 | COc1ccccc1CCC(=O)N1CCC(CCC(=O)Nc2ccccc2)CC1 | -14

Compounds were not picked by outcome; about 3.5% have a hit in one of these screens.
